Bioassay records: PubChem BioAssay, National Center for Advancing Translational Sciences (NCATS)
Abeta rescue: restores growth of yeast expressing A-beta42 peptide. yeast expressing A-beta42, growth rescue, OD600, 48 h; response scale: 0% DMSO, 100% iron-clioquinol control. Potency, µM (series often up to 46.1 µM), without a hit: at the top dose growth rescue, most hits filed as activators. 410,000 compounds, 0.063% hits; also: potency is read from the fitted curve at half-maximal effect; nearly all actives have a fitted effect of over 55% in size
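Growth rescue measured by 600 nm absorbance after 48 h yeast culture at 30 C with compound. Values normalized between DMSO and an equimolar ferric chloride plus clioquinol control.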
GLP1R inv ag: inverse agonists of human GLP-1 receptor | Potency, µM (highest dose often 38.3 µM), inactives show at the top dose activity change, negative = inhibition, most hits filed as inhibitors | HEK293 GLP-1R CRE-luciferase, luminescence, 24 h; GLP-1R form is constitutively active | P43220 | 410,000 compounds, 1.6% hits; also: potency is read from the fitted curve at half-maximal effect; % is scaled to controls: 0 for no effect and ±100 for the full control effect; nearly all actives have a fitted effect of over 55% in size
Target sequence (P43220 whole entry, looked up): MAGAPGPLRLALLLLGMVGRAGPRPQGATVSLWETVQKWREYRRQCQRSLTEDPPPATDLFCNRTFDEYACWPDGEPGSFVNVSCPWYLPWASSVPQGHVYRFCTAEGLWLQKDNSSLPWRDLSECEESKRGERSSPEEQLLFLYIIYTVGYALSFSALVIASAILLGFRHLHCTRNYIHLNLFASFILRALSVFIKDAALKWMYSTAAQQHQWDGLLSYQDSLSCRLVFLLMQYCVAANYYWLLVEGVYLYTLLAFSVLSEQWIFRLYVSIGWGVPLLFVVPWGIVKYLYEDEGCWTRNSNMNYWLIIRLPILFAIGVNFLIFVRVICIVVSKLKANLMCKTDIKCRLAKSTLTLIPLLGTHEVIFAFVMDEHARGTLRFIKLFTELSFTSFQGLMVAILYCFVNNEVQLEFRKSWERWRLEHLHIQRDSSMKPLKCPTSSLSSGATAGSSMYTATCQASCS
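Assay principle: reduced luminescence from a cAMP-responsive reporter in HEK293 cells co-expressing a constitutively active GLP-1R. Conditions: 24 hr compound incubation, 37 deg C, 5% CO2.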
pAkt inh: inhibitors of Akt phosphorylation; Neuro2A IGF-stimulated pAkt S473 HTRF, 20 min; active compounds read low; activity change, % for hits at 50 µM; 360,000 compounds, 0.32% hits; in the data active = activity change below about -80%; inconclusive = mostly about -51% to -80%; also: % is scaled to controls: 0 for no effect and ±100 for the full control effect
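Single-point screen (50 µM final compound) in Neuro2A cells stimulated 20 min with 6 nM IGF at 37 deg C. After lysis, Ser473-phosphorylated Akt read by HTRF (ex 330 nm, em 615/665 nm) as the 665/615 ratio.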
PTHR1 ag: agonists of human PTHR1 parathyroid hormone receptor. 410,000 compounds, 0.075% hits. AID 743266. HEK293 GP2 PTHR1 cells, GloSensor cAMP luminescence, 1 h. Potency, µM (series often up to 115 µM), without a hit: at the top dose activation, usual class: activators; also: potency is read from the fitted curve at half-maximal effect; nearly all actives have a fitted effect of over 55% in size; some results filed as inactive show a strong effect at the top dose; inactives centre near -15; many of its hits are not listed in these tables
Target sequence (Q03431 whole entry, looked up): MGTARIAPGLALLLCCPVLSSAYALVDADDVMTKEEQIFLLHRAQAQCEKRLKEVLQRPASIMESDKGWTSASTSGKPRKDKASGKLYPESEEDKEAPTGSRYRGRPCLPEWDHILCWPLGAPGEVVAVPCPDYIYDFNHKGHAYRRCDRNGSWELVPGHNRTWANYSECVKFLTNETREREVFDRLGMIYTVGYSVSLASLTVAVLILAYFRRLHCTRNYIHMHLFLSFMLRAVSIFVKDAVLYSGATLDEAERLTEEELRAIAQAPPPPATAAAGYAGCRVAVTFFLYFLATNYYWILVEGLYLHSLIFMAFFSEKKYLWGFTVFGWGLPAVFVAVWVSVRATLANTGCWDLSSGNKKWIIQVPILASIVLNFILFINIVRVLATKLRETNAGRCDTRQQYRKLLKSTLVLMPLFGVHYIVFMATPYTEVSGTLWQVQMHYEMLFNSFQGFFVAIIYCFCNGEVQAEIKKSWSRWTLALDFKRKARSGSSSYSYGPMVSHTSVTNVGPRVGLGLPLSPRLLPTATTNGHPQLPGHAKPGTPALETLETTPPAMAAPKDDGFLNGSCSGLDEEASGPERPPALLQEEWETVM
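HEK-293-derived GP2 cells expressing PTHR1 and a GloSensor cAMP reporter, 3,000/well, plated overnight, given luciferin plus IBMX (each 0.5 mM as added) for 1 h at 37 °C, then compound for 1 h at 37 °C. Luminescence was read after 15 min at room temperature.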
TDP-43 yeast inh: rescues yeast growth from TDP-43 toxicity; TDP-43 expressing yeast growth rescue, BacTiter-Glo, 24 h; Potency, µM (titrated, usually from 46.1 µM), for the others: at the top dose growth rescue (activation), usual class: activators; 410,000 compounds, 1.8% hits; also: potency is read from the fitted curve at half-maximal effect; % of control where 0% means no effect; nearly all actives have a fitted effect of over 50% in size
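Yeast cells expressing TDP-43 under galactose induction are exposed to compounds for 24 hr at 30 deg C. BacTiter-Glo luminescence measures growth, so protective compounds score as activators.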
MmCpn inh: blocks the Methanococcus maripaludis chaperonin Mm-Cpn; purified Mm-Cpn ATPase, ADP Transcreener TR-FRET; Potency, µM (highest dose often 76.9 µM), without a hit: top-dose activity, negative = inhibition, actives largely listed as inhibitors; 330,000 compounds, 0.031% hits; also: potency is read from the fitted curve at half-maximal effect; % is scaled to controls: 0 for no effect and ±100 for the full control effect; nearly all actives have a fitted effect of over 80% in size
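TR-FRET (320 nm excitation; 590 and 665 nm emission) reports ADP made from 10 uM ATP by 25 nM enzyme; compounds were preincubated 10 min, reaction run 30 min, both at 37°C.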
HEK293 tox: cytotoxicity in counter-screen for GLP-1R inverse agonists; HEK293 cAMP-luciferase reporter cells, luminescence, 24 h; Potency, µM (highest dose often 38.3 µM), for the others: top-dose activity change, negative = inhibition, most hits filed as inhibitors; 410,000 compounds, 0.13% hits;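 also: loss of luciferase light is scored as toxicity; potency is read from the fitted curve at half-maximal effect; % is scaled to controls: 0 for no effect and ±100 for the full control effect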
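A 23 nL compound transfer followed 12 hours of cell culture at 37 deg C; exposure then lasted 24 hr. Luciferase assay detection reagent was dispensed and plates read for luminescence after a 12 min room-temperature wait.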
aSyn yeast inh: inhibitors of alpha-synuclein toxicity in yeast; Potency, µM (titrated, usually from 46.1 µM), without a hit: at the highest dose growth rescue (activation), actives largely listed as activators; 370,000 compounds, 0.14% hits; Yeast expressing alpha-synuclein, growth rescue, BacTiter-Glo, 24 h; also: potency is read from the fitted curve at half-maximal effect; % of control where 0% means no effect; nearly all actives have a fitted effect of over 65% in size
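Readout is rescue of growth in alpha-synuclein-expressing yeast, so inhibitors of toxicity appear as activators. Growth after 24 hr at 30 deg C in galactose medium is quantified by luminescence.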
FUS yeast rescue: suppressors of FUS proteinopathy in yeast | S. cerevisiae FUS-expressing, growth rescue, OD600, 24 h | Potency, µM (doses to about 76.6 µM), inactives show at the highest dose growth rescue (activation), most hits filed as activators | 390,000 compounds, 0.24% hits | AID 1347120;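 also: potency is read from the fitted curve at half-maximal effect; plate controls were DMSO vehicle for no effect and reference control for full effect; nearly all actives have a fitted effect of over 55% in size; some results filed as inactive show a strong effect at the top dose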
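Compound concentration series was pinned onto galactose-induced FUS-expressing yeast seeded at OD 0.005. Plates sat 24hr at 30C; absorbance at 600 nm gave growth. DMSO served as background control.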
Active calls of the source: *; i = inactive; ? = inconclusive; . = not tested or not shown; & = joins results of further samples; [ ] = another dose, or the depositor's remark. Unless noted, calls follow the shape of the dose curve; as a rule, active = well fitted curve in the direction sought with a large enough effect; inconclusive = small, poorly fitted or top-dose-only effect, or another doubt; inactive = no such curve, though single readings can be large; an effect the other way counts as inactive or inconclusive.

SMILES	Abeta rescue	GLP1R inv ag	pAkt inh	PTHR1 ag	TDP-43 yeast inh	MmCpn inh	HEK293 tox	aSyn yeast inh	FUS yeast rescue
COCCNC(=O)C1(C)CCCN(C(=O)c2ccc(F)cc2Cl)C1 (stereo not given)	-12%	22%	i	-23%	16%	.	2%	3%	-28%
CCOC(=O)Nc1nc(-c2ccccc2)c(C(=O)c2ccc(Cl)cc2)s1	16%	?	i	-43%[inhibitor][57.5 µM]	6%	-21%	-31%	-14%	10%
CCc1ccc2[nH]cc(S(=O)(=O)c3ccc(C)c(C)c3)c(=O)c2c1	-1%	-19%	i	-14%	2%	3%	2%	-5%	13%
CC(NC(=O)c1cccs1)C(c1cccs1)N1CCN(c2ccccc2)CC1 (stereo not given)	-11%	-2%	.	15%[57.5 µM]	-21%	1%	5%	3%	11%
COc1ccccc1S(=O)Cc1ccc(C(=O)NC2CCCC2)o1 (stereo not given)	-12%	9%	i	i	7%	0%	4%	3%	-17%
CCOc1ccc(NC(=O)CCSc2ccc(C)cc2)cc1	?	?	i	-6%	?	0%	?	1%	.
COc1ccc(NC(=S)NNC(=O)OC(C)(C)C)cc1OC	0%	6%	i	-26%	-13%	0%	-9%	2%	-13%
CCCCOc1ccc(-c2nnn(CC(=O)c3c[nH]c4ccccc34)n2)cc1	8%	-4%	i	0%	6%	-4%	8%	7%	20%
Cc1ccc(-c2csc3ncnc(NCCC(=O)O)c23)cc1	-21%	10%	i	i	16%	-9%	-7%	14%	14%
CCN(CC)c1ccc(NC(=O)C2COc3ccc(OC)cc3C2)c(C)c1 (stereo not given)	-10%	?	.	i	4%	.	?	.	0%
CCCCOc1ccc(CSc2nc(C)[nH]c2[N+](=O)[O-])cc1[N+](=O)[O-]	-17%	3%	i	-29%	-16%	2%	5%	-5%	44%
CCCN(C(=O)c1cccc(S(=O)(=O)N2CCN(C)CC2)c1)c1c(N)n(Cc2ccccc2)c(=O)[nH]c1=O	4%	9%	i	i	16%	0%	1%	4%	9%
CC(Oc1ccccc1)C(=O)NNS(=O)(=O)c1ccc([N+](=O)[O-])cc1 (stereo not given)	-3%	13%	i	i	-14%	0%	-5%	3%	.
COc1cc(NC(=O)c2cc3cccc(OC)c3o2)cc(C(=O)Nc2cccc(C(F)(F)F)c2)c1	5%	?	i	-4%	23%	-15%	-16%	1%	8%
CCc1ccc(-c2cc(C(=O)O)c3ccccc3n2)s1	-24%	?	i	-29%	14%	-16%	7%	-10%	-15%
Cc1nn(-c2ccccc2)c(Cl)c1C1C(C#N)=C(N)OC2=C1C(=O)CC(C)(C)C2 (stereo not given)	27%	?	i	-7%	18%	-2%	?	-3%	-18%
O=[N+]([O-])c1cc(F)c(N2CCOCC2)cc1N1CCCCC1	-7%	-6%	.	-3%[57.5 µM]	29%	1%	-13%	0%	15%
COC(=O)c1sc(S(=O)(=O)N2CCN(c3ccc(OC)cc3)CC2)c(C(=O)OC)c1C	-4%&3%	16%&0%	i	i	6%&-20%	1%	-1%&-16%	4%	34%&20%
COc1ccc(CCNC(=O)c2ccc(CS(=O)(=O)c3ccc(Br)cc3)o2)cc1OC	1%	-27%	i	-20%	-1%	-2%	15%	1%	-9%
COc1cccc(NC(=O)COC(=O)c2ccc3c(c2)OCCO3)c1	4%	-12%	i	i	21%	.	-6%	1%	-13%
COc1ccc2cc3c(N)nn(C(=O)c4ccc(OC)c(OC)c4)c3nc2c1	3%	-3%	.	-25%	8%	-2%	2%	.	-3%
COc1ccc(C(=O)N2c3ccccc3CC2C)cc1OC (stereo not given)	-7%	0%	i	i	9%	.	-6%	1%	4%
Cc1ccc(NC(=O)COC(=O)C2CC2(Cl)Cl)cc1C (stereo not given)	-6%	6%	i	i	4%	-4%	12%	-4%	5%
COc1ccccc1NC(=O)N1CCN(Cc2ccc3c(c2)OCO3)CC1	-13%	?	i	-6%	-2%	0%	-6%	-6%	2%
O=C(Nc1cccc(C(=O)N2CCCCC2)c1)C1CCCCC1	1%	1%	i	i	14%	.	1%	15%	-12%
CCOC(=O)Cn1c(=O)n(C2CCCCC2)c2nc(-c3ccc(CC)cc3)nc(C(N)=O)c21	-6%	-44%	.	-7%	19%	.	2%	0%	-16%
Cc1onc(-c2c(Cl)cccc2Cl)c1C(=O)NCc1ccco1	-4%	-32%	i	-17%	-4%	3%	0%	2%	-3%
Cc1cccc(-n2ncc(C(=O)N3CCN(C(=O)c4ccco4)CC3)c2C2CCN(C(=O)OC(C)(C)C)CC2)c1	-7%	14%	.	i	-11%	.	-5%	.	13%
C=C(C)COc1ccc(-c2ncncc2-c2ccccc2OC)c(O)c1	5%	?	i	-5%	3%	2%	7%	24%	21%
C#CCNC(=O)C[C@@H]1C[C@@]2(C(=O)OC)CCCCC=C2N(Cc2ccc(Cl)cc2Cl)C1=O	7%	?	i	i	0%	.	3%	4%	41%
CSc1ccccc1OCc1cc(C(=O)N(C)C(C)c2ccccn2)no1 (stereo not given)	1%	-21%	i	-13%	15%	-2%	-6%	15%	.
CC1(C)CC(=O)c2c(O)cc(OCC(=O)Nc3ccc(CCO)cc3)cc2O1	3%	-8%	i	-63%[inhibitor]	0%	-2%	-10%	0%	-4%
CCN(CC)CCOC(=O)c1ccc(NC(=O)c2cc3cc(OC)ccc3oc2=O)cc1	-10%	19%	.	5%	-2%	.	2%	.	-1%
O=C(NC1CCCCC1)C1CCN(C(=O)c2ccc(-c3ccccc3)cc2)CC1	21%	-22%	i	i	13%[9.22 µM]	3%	0%	14%	20%
O=C(/C=C/c1ccc(OC(F)F)cc1)Nc1cccc(S(=O)(=O)NC2=NCCCCC2)c1	6%	?	i	-32%[inhibitor]	-8%	0%	?	2%	29%
COc1ccc(OCCCC(=O)Nc2nccs2)cc1	-5%	10%	i	-24%	?	1%	4%	25%	-8%
CCCCCOC(=O)c1c(N)n(CCOC)c2nc3ccccc3nc12	-39%[inhibitor]	0%	i	-12%	18µM*	-10%	178%[activator]	3%	29%
CCCCCCN1C[C@H](O)[C@@H](n2cc(COC(=O)c3ccccc3)nn2)C[C@@H]1c1ccccc1	16%	-4%	i	-19%	0%	.	0%	2%	5%
CC(C)Oc1ccc(C2C(C(=O)c3ccco3)=C(O)C(=O)N2Cc2cccnc2)cc1 (stereo not given)	-1%	4%	i	-19%[57.5 µM]	22%	-2%	-2%	0%	14%
CCN(C(=S)Nc1ccccc1F)C1CCCCC1	?	-11%	i	-25%[57.5 µM]	13%	-2%	6%	4%	-11%

Shown with two lines to a compound: two of the compounds above
Every second line gives: Abeta rescue | GLP1R inv ag | pAkt inh | PTHR1 ag | TDP-43 yeast inh | MmCpn inh | HEK293 tox | aSyn yeast inh | FUS yeast rescue
- COc1ccc(OCCCC(=O)Nc2nccs2)cc1
 : -5% | 10% | i | -24% | ? | 1% | 4% | 25% | -8%
- CCCCCOC(=O)c1c(N)n(CCOC)c2nc3ccccc3nc12
 : -39%[inhibitor] | 0% | i | -12% | 18µM* | -10% | 178%[activator] | 3% | 29%

The list continues.
SMILES	Abeta rescue	GLP1R inv ag	pAkt inh	PTHR1 ag	TDP-43 yeast inh	MmCpn inh	HEK293 tox	aSyn yeast inh	FUS yeast rescue
CCC(C)Sc1nc2c(c(=O)[nH]c(=O)n2C)n1C (stereo not given)	-1%	113%[activator]	i	-17%	0%	0%	8%	-1%	.
Nc1nonc1-n1nnc(C(=O)N/N=C/c2ccccc2Br)c1CN1CCCC1	8%	17%	i	i	11%	0%	3%	0%	-10%
COc1ccc(CCNC(=O)CCn2c(=O)c3cccn3c3cccnc32)cc1OC	2%&-17%	121%&10%[activator]	i	20%	-16%&-6%	0%	-1%&5%	1%	-24%&-18%
CC(=O)Nc1ccccc1N(CC(O)Cn1c2ccccc2c2ccccc21)S(=O)(=O)c1ccc(C)cc1 (stereo not given)	9%	?	i	i	10%	-15%	-26%	10%	16%
CCc1cccc(CC)c1NC(=S)NCc1ccc2[nH]c(C)cc2c1	9%	?	i	i	?	-5%	?	2%	?
O=C(N/N=C\c1cccc(Cl)c1)c1ccc(Cn2cc(Br)c([N+](=O)[O-])n2)o1	16%	?	i	-14%	-7%	-2%	-14%	2%	.
COc1ccc(Cl)cc1NC(=O)Cc1ccc(NC(=O)N2CCCCc3ccccc32)cc1	-12%	?	.	i	19%	.	-5%	.	3%
Cc1ccc(NC(=O)Cn2nnc3ccccc32)c(C)c1	13%	-5%[7.66 µM]	i	-13%	21%[9.22 µM]	-1%	1%[7.66 µM]	4%	9%
CCn1c(C2CCN(S(=O)(=O)c3ccc(OC)cc3)CC2)n[nH]c1=S	-1%	2%[7.66 µM]	i	-6%	-1%[9.22 µM]	1%	-3%[7.66 µM]	-2%	26%
C=CCN1C=C2C(=O)C(C)(OC(=O)CC)C(=O)C=C2C=C1CCCC (stereo not given)	-2%	-10%	i	-38%[inhibitor]	4%	1%	9%	1%	-4%
Cc1cccc(NC(=O)CSc2cn(CC(=O)N3CCCCCC3)c3ccccc23)c1	-16%	8%	.	i	3%	.	1%	.	10%
CCCCCC(=O)OCCc1c(C)nc2nc[nH]n2c1=O	-13%	6%	i	-21%	-3%	2%	12%	-3%	-10%
OC[C@@H]1CN(Cc2cccnc2)C[C@H](n2cnc3c(N4CCN(c5ccccc5)CC4)ncnc32)O1	-11%	31%[activator]	i	i	7%	.	-2%	5%	11%
COc1ccc(CCNC(=O)CN2C(=O)COc3ccc(S(=O)(=O)N4CCCCCC4)cc32)cc1OC	-10%	-13%	.	-4%	1%	.	-14%	-4%	19%

Only part of the results is shown; the hit share may differ from the screen's.
